GRP78 ERSR act = induces the endoplasmic reticulum stress response in human glioma cells. U87-MG GRP78 promoter luciferase reporter, 16 h. Potency, µM, without a hit: at the top dose activation, usual class: activators. hit rate 0.02% among 420,000. AID 602332; note: potency is the fitted concentration of half-maximal effect; series mostly up to about 76 µM; % of control where 0% means no effect; nearly all actives have a fitted effect of over 35% in size
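Stably transfected U87-MG human glioma cells carrying a GRP78-based luminescent sensor were seeded at 1000 cells/well, pin-dosed with compounds and incubated 16 h. Luciferase reagent was then added, and end-point luminescence was read after 10 min at room temperature.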
Vif-A3G inh = Vif-A3G binding inhibition; Q9HC16; AID 602310; hit rate 0.076% among 410,000; Potency, µM (highest dose often 46.1 µM), for the others: at the top dose activity, negative = active, usual class: inhibitors; HeLa A3G-eYFP + Vif (tagged APOBEC3G with the HIV-1 protein that degrades it), YFP fluorescence, overnight;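 note: potency is the fitted concentration of half-maximal effect; % is set by controls: 0 for no effect and ±100 for the full control effect; nearly all actives have a fitted effect of over 60% in size; hits raise eYFP signal because A3G escapes Vif-driven loss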
Target sequence (Q9HC16 whole entry, looked up): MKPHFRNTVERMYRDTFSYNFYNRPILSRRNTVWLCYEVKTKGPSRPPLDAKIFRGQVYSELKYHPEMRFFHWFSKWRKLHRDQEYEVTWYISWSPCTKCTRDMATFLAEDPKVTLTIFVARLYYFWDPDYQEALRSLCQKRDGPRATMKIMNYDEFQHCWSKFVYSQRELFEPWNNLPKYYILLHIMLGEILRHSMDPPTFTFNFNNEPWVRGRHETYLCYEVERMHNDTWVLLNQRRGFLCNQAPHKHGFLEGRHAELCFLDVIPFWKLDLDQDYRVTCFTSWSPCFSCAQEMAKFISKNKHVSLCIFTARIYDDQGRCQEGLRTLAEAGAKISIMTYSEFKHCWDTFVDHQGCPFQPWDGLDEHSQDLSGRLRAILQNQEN
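Read-out is eYFP fluorescence (Ex 488/Em 500-530) from Vif-expressing HeLa A3G-eYFP cells; more signal means A3G escaped Vif-mediated degradation. Cells plated overnight, compound pinned in, incubated overnight at 37 deg C.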
Vif-A3F inh = inhibitors of Vif-A3F interaction; HeLa A3F-eYFP + Vif (tagged APOBEC3F with the HIV-1 protein that degrades it), YFP fluorescence increase; Potency, µM (titrated, usually from 46.1 µM), for inactives: at the top dose activity, negative = active; hit rate 0.2% among 390,000; AID 602313; note: potency is the fitted concentration of half-maximal effect; % of control where 0% means no effect; nearly all actives have a fitted effect of over 65% in size
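HeLa cells stably expressing A3F-eYFP plus Vif, plated and incubated overnight at 37 deg C, then exposed to compounds overnight at 37 deg C. Blocked degradation read as raised yellow fluorescence (Ex 488/Em 500-530).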
LDHA block = LDHA (human) enzyme inhibition; P00338; purified LDHA, NADH/diaphorase-resazurin fluorescence; hits give low values; activity change, % (values are at about 110 or 230 µM); hit rate 0.15% among 480,000; in the data active = activity change below about -30%; inconclusive = mostly about -25% to -30%;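 note: plate controls were DMSO wells for no effect and wells without enzyme for full effect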
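Human LDH5 at 2 nM final in Tris HCl pH 7.4 with 0.06 mM NADH and 0.2 mM pyruvate, reacted 5 minutes at room temperature. Remaining NADH coupled via diaphorase/resazurin; resorufin fluorescence read at 0 and 20 minutes, normalized to enzyme-free and DMSO wells.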
USP1 inh = blocks the human USP1/UAF1 deubiquitinase complex | recombinant USP1/UAF1, Ub-Rhodamine cleavage fluorescence | Potency, µM (titrated, usually from 57.1 µM), for inactives: at the top dose activity change, negative = inhibition, usual class: inhibitors | hit rate 0.23% among 390,000 | AID 743255; note: potency is the fitted concentration of half-maximal effect; % is set by controls: 0 for no effect and ±100 for the full control effect; nearly all actives have a fitted effect of over 60% in size; inactives centre near -12
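USP1/UAF1 complex at 1 nM was preincubated with compound for 15 min at room temperature, then Ub-Rho substrate (150nM final) was added. Fluorescence (480/540 nm) was read kinetically, 6 reads every 60 seconds.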
IDH1 R132H inh = inhibitors of human mutant IDH1 R132H; O75874; IDH1-R132H enzyme, NADPH consumption, diaphorase/resazurin fluorescence; Potency, µM (doses to about 76.6 µM), for inactives: at the highest dose activity change, negative = inhibition, usual class: inhibitors; hit rate 0.093% among 390,000; note: potency is the fitted concentration of half-maximal effect; % is set by controls: 0 for no effect and ±100 for the full control effect; nearly all actives have a fitted effect of over 65% in size
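IDH1-R132H (0.5 ug/mL dispensed) in pH 7.5 Tris buffer was preincubated 30 min with compound, then given a substrate mix of 0.016 mM NADPH and 2 mM alpha-KG for 80 min at room temperature; remaining NADPH was read by diaphorase/resazurin fluorescence.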
TrxR1 substrate = is turned over as a substrate by rat TrxR1; O89049; purified TrxR1 substrate turnover, NADPH consumption readout; Potency, µM (top dose mostly 114 µM), inactives show at the top dose activity change, negative = substrate turnover; hit rate 0.01% among 390,000; note: potency is the fitted concentration of half-maximal effect; % is set by controls: 0 for no effect and ±100 for the full control effect; nearly all actives have a fitted effect of over 50% in size
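Rat TrxR1, dispensed at 90 nM, was prereduced with 400 uM NADPH (final) for 5 min at ~22 deg C, then incubated with compound 15 min before 400 uM selenite. A first-read NADPH fluorescence drop versus no-compound background flagged substrates.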
RXFP1 agonist = agonists of human relaxin receptor RXFP1. Q9HBX9. HEK293T-RXFP1 cAMP TR-FRET, 30 min; response scale: percent of porcine relaxin response, buffer zero. Potency, µM (titrated, usually from 57.5 µM), for the others: at the top dose activation, most hits filed as activators. hit rate 0.3% among 370,000. AID 2676; note: potency is the fitted concentration of half-maximal effect; % is set by controls: 0 for no effect and ±100 for the full control effect; nearly all actives have a fitted effect of over 60% in size; many of its hits are not listed in these tables
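HEK293 cells stably expressing RXFP1, treated 30 min at 37C with compounds plus PDE4 inhibitor Ro 20174; cAMP measured by HTRF TR-FRET. Normalized to buffer and 29 nM porcine relaxin; EC50 by Hill fit.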
PI4K2A inh = blocks human PI4K2A kinase activity; Q9BTU6; purified PI4K2A, ADP-Glo luminescence, 1 h; hits give low values; activity change, negative = inhibition, % at 76.9 µM; hit rate 0.13% among 420,000; AID 1346378; in the data active = activity change below about -50%; inconclusive = mostly about -30% to -49%;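 note: -100% = wells without enzyme as full effect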
Target sequence (Q9BTU6 whole entry, looked up): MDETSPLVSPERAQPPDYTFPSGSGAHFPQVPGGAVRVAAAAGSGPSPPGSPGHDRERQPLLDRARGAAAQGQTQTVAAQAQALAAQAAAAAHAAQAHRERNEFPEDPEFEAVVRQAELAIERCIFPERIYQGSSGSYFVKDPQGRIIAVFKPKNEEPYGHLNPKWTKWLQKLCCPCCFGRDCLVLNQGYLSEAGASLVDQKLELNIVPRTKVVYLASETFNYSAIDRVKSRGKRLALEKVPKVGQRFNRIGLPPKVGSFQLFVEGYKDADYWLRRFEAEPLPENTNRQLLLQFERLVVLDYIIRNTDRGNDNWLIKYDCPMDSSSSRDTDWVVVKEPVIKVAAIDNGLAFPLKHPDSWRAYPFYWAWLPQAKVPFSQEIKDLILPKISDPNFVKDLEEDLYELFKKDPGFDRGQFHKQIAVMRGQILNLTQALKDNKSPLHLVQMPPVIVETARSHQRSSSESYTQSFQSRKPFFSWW
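In this quantitative HTS, ADP production by PI4K2A was quantified luminescently after 1 h at ambient temperature; 100 microM adenosine served as plate-quality control.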
Starred values were filed as active, the others as inactive; ? = inconclusive; / = not tested or not shown; & = joins results of further samples; [ ] = dose if it differs, or a comment. Unless noted, calls come from the whole dose curve; as a rule, active = well fitted curve in the direction sought with a large enough effect; inconclusive = small, poorly fitted or top-dose-only effect, or another doubt; inactive = no such curve, though single readings can be large; an effect the other way counts as inactive or inconclusive. Not all compounds are listed; count on the stated rates, not on these rows.

SMILES	GRP78 ERSR act	Vif-A3G inh	Vif-A3F inh	LDHA block	USP1 inh	IDH1 R132H inh	TrxR1 substrate	RXFP1 agonist	PI4K2A inh
CC1CCN(CCc2nc3cc(NC(=O)COc4ccccc4)ccc3n2C)CC1	-4%	-4%	-1%	-2	-10%	8%	-3%	0.3%	5
O=C(NCc1ccc2c(c1)OCO2)c1ccc(CSCc2ccc(Cl)cc2)o1	-1%	1%	0%	4	-29%	0%	-1%[57.1 µM]	1.7%	-7
CCOC(=O)C(=O)NCC(c1cccnc1)N1CCN(c2ccccc2)CC1 (stereo not drawn)	-5%	-5%	-2%	2	-16%	-13%	-3%	-0.4%	-2
C[C@H](CO)N1C[C@H](C)[C@@H](CN(C)S(=O)(=O)c2ccccc2)Oc2c(NC(=O)CCC(F)(F)F)cccc2C1=O	-6%	-1%	1%	0	-31%	-1%	8%	/	0
c1ccc(-c2csc(Nc3ccccn3)n2)cc1	1%	3%	1%	-2&11	-7%	-8%	-4%	0.6%	-5
O=C(NO)c1ccccc1C(F)(F)F	-4%	5%	7%	0	-14%	0%	-1%	-0.6%	2
O=C(Nc1ccccc1C(F)(F)F)C1(S(=O)(=O)c2ccc(Cl)cc2)CC1	-5%	0%	3%	-3	-33%	3%	-12%	0.1%	-5
CNC(=O)/C(C#N)=C1\SC(Cc2ccc(F)cc2)C(=O)N1c1ccccc1C (stereo not drawn)	3%	-4%	7%	0	-14%	-3%	1%	0.5%	2
CCc1cccc(NC(=O)C(c2ccccc2)N2Cc3ccccc3C2=O)c1 (stereo not drawn)	-3%	-11%	0%	9&-3	-20%	3%	-7%	0.4%	2
COc1ccc(-c2cc(C(=O)N(C)CC(=O)Nc3ccccc3C(F)(F)F)c3ccccc3n2)cc1OC	1%	-23%	1%	1	-12%	8%	15%	/	-4
CC(C)(C)C(=O)N1c2ccccc2CCc2ccccc21	-5%	-6%	9%	0	-13%	4%	-5%[57.1 µM]	2.8%	1
Cn1c(=O)c(N=O)c(N)n(Cc2ccccc2)c1=S	-4%	-4%	-4%	0	/	/	-4%[57.1 µM]	/	-1
CCN(CC)C(=O)Nc1ccc(Br)cc1	0%	-1%	3%	-5	-15%	4%	-3%[57.1 µM]	5.6%	6
CCC(C(=O)NC1CCCC1)N(C(=O)Cn1nnc(-c2ccc(C)o2)n1)C(C)(C)C (stereo not drawn)	-2%	-1%	-2%	1	4%	1%	-3%	-0.5%	4
CN(C)CCCN(C(=O)c1ccc(Br)s1)c1nc2ccc(F)cc2s1	-5%	-2%	2%	6	-8%	-3%	1%	4.9%	3
CCN(CC)S(=O)(=O)c1ccc2c(c1)nc(CCC(=O)OCC(=O)Nc1cc(Cl)cc(Cl)c1)n2C	1%	-4%	-2%	-4	-18%	-1%	11%[57.1 µM]	0.4%	2
CCOC(=O)Nc1ccc([N+](=O)[O-])cc1OC	-2%	-3%	-15%	-4	-17%	2%	1%[57.1 µM]	/	0
N#CC(C#N)=C1C=CC=CN1/C(=C\c1ccco1)C(=O)c1ccc(-c2ccccc2)cc1	-15%	-30%	7%	-3	-15%	-3%	2%	-1.4%	26
O=C(Nc1nnc(-c2ccc(F)cc2)o1)c1cccc([N+](=O)[O-])c1	-8%	0%	-44%	3	-9%	1%	-7%	-0.4%	-2
Cc1ccc(CNC(=O)c2sc3nc4n(c(=O)c3c2C)CCCC4)cc1	2%	2%	5%	-1	-12%	0%	-6%	0.7%	-1

Filtered by structure: those above containing a tert-butyl group
SMILES	GRP78 ERSR act	Vif-A3G inh	Vif-A3F inh	LDHA block	USP1 inh	IDH1 R132H inh	TrxR1 substrate	RXFP1 agonist	PI4K2A inh
CC(C)(C)C(=O)N1c2ccccc2CCc2ccccc21	-5%	-6%	9%	0	-13%	4%	-5%[57.1 µM]	2.8%	1
CCC(C(=O)NC1CCCC1)N(C(=O)Cn1nnc(-c2ccc(C)o2)n1)C(C)(C)C (stereo not drawn)	-2%	-1%	-2%	1	4%	1%	-3%	-0.5%	4

Going on with the list.
SMILES	GRP78 ERSR act	Vif-A3G inh	Vif-A3F inh	LDHA block	USP1 inh	IDH1 R132H inh	TrxR1 substrate	RXFP1 agonist	PI4K2A inh
CCCOc1ccc(N2C(=O)CC(N3CCN(c4ccc([N+](=O)[O-])cc4)CC3)C2=O)cc1 (stereo not drawn)	-2%	0%	3%	0	-25%	-2%	-2%	-4.1%	24
O=C(CSc1nc2[nH]c(=O)cc(O)c2s1)Nc1nncs1	-9%	-2%	-16%	5	-7%	27%	-7%	/	2
CC(=O)c1cccc(Nc2ncnc3c2cnn3-c2cccc(Cl)c2)c1	0%	3%	1%	-3	-19%	-4%	0%[57.1 µM]	3.5%	-6
CCc1nc2c(sc3nc4c(cc32)COC(C)(C)C4)c(=O)n1CCN(CC)CC	-1%	2%	0%	-5	-2%	-6%	15%	2.2%	-8
CC(C)(C)n1nnnc1CN(Cc1ccco1)Cc1cc2cc3c(cc2[nH]c1=O)OCO3	3%	-3%	9%	8	-5%	3%	43%	6.9%	-13
O=C(NNC(=O)C(c1ccccc1)c1ccccc1)c1ccccc1O	-2%	-10%	0%	4	8%	0%	/	/	0
COc1ccc(-c2noc(CN(C)C(=O)CCN3C(=O)[C@H]4CC=CC[C@H]4C3=O)n2)cc1	2%	5%	-3%	-1	-3%	0%	-9%	-0.9%	-3
CC1(C)Oc2ccc(NC(=O)C3COc4ccccc4O3)cc2O1 (stereo not drawn)	-11%	-1%	1%	2	-10%	5%	7%	1.0%	-3
S=C(Nc1cccc(Cl)c1)N1CCOCC1	-5%	2%	-5%	-3	-4%	-3%	4%	-0.3%	1
Cc1c(Cl)ccc2sc(NC(=O)c3ccc(S(=O)(=O)N4CCCc5ccccc54)cc3)nc12	-4%	?	0%	-12	-16%	3%	1%[57.1 µM]	7.3%	-1
O=[N+]([O-])c1ccc2nc(-c3cccnc3)[nH]c2c1	6%	0%	-12%	2	-3%	12%	-6%[57.1 µM]	28%	1
C=C(C)COc1ccc(-c2[nH]ncc2Oc2ccccc2OC)c(O)c1	-2%	-7%	-3%	3	-21%	0%	-10%	-1.7%	2
COc1ccccc1/C=C\C(=O)NCC(=O)N/N=C(/C)c1cccc([N+](=O)[O-])c1	-2%	-10%	1%	-3	-17%	-9%	3%[57.1 µM]	0.7%	-5
COC(=O)[C@@H]1Cc2c([nH]c3ccccc23)C(C)(C)N1C(=O)CCl	-12%	?	5%	-2	-30%	1%	3%	-0.1%	2
O=[N+]([O-])c1cnc(Nc2ccccc2)nc1Nc1ccccc1	1%	1%	-12%	-3	-32%	0%	-6%	2.1%	-2
CCn1c(CN2CCC(C)CC2)nc2cc(NC(=O)c3ccccc3[N+](=O)[O-])ccc21	/	/	/	-3	-24%	/	0%	0.6%	-4
Cc1ccc(S(=O)(=O)N(CC(=O)Nc2cccc(N(C)S(C)(=O)=O)c2)c2ccc(Cl)c(Cl)c2)cc1	-2%	2%	1%	-5	-8%	4%	0%	-0.1%	-3
COc1ccc(NC(=O)Cn2cc(C(=O)c3ccc(C)c(C)c3)c(=O)c3cc(OC)ccc32)cc1	-2%	5%	-4%	-6	-2%	27%	-6%	9.6%	4
CC(=O)NC1CC2CCC(C1)N2Cc1ccc(C)cc1 (stereo not drawn)	-5%	1%	-2%	0	-13%	-1%	2%	2.1%	-2
CCn1c(CC(=O)Nc2ccc(C)cc2)nnc1SCC(=O)NCCc1ccccc1	-5%	2%	-9%	-4	0%	8%	3%	0.1%	-1
COc1ccc(S(=O)(=O)N2CCOCC2)cc1C(=O)N(C)Cc1ccccc1F	-2%	4%	-4%	0	-15%	-7%	3%	6.6%	0
CC(C)(C)S(=O)N1Cc2cc(C(=O)NCC(F)(F)F)nc(-c3cccc(-c4cccc(F)c4)c3)c2[C@@H]1CCO (stereo partly drawn)	-4%	-21%	/	0	/	/	/	/	-3
CC(=O)Nc1nc(C)c(CCC2OCCO2)c(=O)[nH]1	0%	0%	-8%	-3	-21%	6%	-10%	2.0%	1
CCOC(=O)C1=C(O)/C(=C/c2cc(OC)c(OC)c(OC)c2)N=C1C	2%	-3%	-11%	7	-23%	9%	-5%	-1.8%	-1
CC(C)CNC(=O)N1c2ccccc2Sc2ccccc21	-5%	-3%	1%	-6	-24%	2%	10%[11.4 µM]	0.2%	-2
CCC1CSC(Nc2ccc(C(=O)/C=C/c3ccc(Oc4ccccc4)cc3)cc2)=N1 (stereo not drawn)	2%	-14%	-5%	4	-8%	4%	-8%	3.9%	3
CCOC(=O)C1(CCc2ccccc2)CCN(C(=O)CN2CCOC2=O)CC1	3%	3%	9%	3	-16%	0%	1%	-0.5%	-1
COC(=O)c1ccc(CSc2nc3ccccc3c(=O)n2-c2cccc(OC)c2)o1	0%	-6%	-4%	4	-21%	-1%	3%	1.6%	1
O=C(c1ccc2c(c1)N(Cc1ccc(F)cc1)C(=O)c1ccccc1S2(=O)=O)N1CCN(c2ccccn2)CC1	-4%&1%	-1%&-1%	2%&5%	-3&1	-22%&-25%	0%&11%	-2%&13%	-1.4%&4.1%	-6&6
O=c1cc(-c2ccsc2)oc2ccccc12	4%	-2%	-5%	-1	-16%	8%	11%	/	-3
